Assay outcomes (PubChem BioAssay)
HCMV inh: inhibitors of human cytomegalovirus | activity change, negative = inhibition, % at 57.5 µM | HFF cells, HCMV-luciferase reporter, 72 h; active compounds read low | AID 1259415 | actives 4.5% (n = 410,000); in the data active = activity change below about -60%; inconclusive = no clear call, values can overlap the other calls; inactive = above about -39%
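Screen run at 2 compound doses on HFFs infected with reporter HCMV, MOI 1 PFU/cell. Luciferase activity from cell lysates at 72 h post infection gave inhibition relative to buffer-only and Salinomycin wells.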
AmpC inh detg: inhibitors of E. coli AmpC beta-lactamase with detergent. Potency, µM (highest dose often 114 µM), for inactives: at the highest dose activity change, negative = inhibition, hits mostly inhibitors. P00811. actives 0.041% (n = 370,000). AmpC hydrolysis of nitrocefin, absorbance 480 nm, 0.01% Triton; active = well fitted inhibition curve with a large enough effect; inconclusive = small, poorly fitted or top-dose-only effect;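 also: potency is read from the fitted curve at half-maximal effect; 0% = no-compound wells and -100% = no-enzyme wells; nearly all actives have a fitted effect of over 25% in size; some results filed as inactive show a strong effect at the top dose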
Target sequence (P00811 whole entry, looked up): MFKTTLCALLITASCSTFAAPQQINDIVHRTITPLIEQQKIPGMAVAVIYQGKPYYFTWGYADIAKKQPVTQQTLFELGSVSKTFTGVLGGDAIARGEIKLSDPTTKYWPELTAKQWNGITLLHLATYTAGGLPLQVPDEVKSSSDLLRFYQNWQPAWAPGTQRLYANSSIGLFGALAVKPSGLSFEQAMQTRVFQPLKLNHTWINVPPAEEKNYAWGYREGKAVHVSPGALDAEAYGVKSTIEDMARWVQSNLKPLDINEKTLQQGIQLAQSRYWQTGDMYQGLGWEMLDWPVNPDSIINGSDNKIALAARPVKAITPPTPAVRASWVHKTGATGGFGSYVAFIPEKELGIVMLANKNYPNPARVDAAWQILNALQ
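20 mM phosphate pH 7.0 + 0.01% (detergent screen) or 0.0001% Triton X-100; 5.3 nM AmpC reagent; cpd preinc 15 min RT; nitrocefin (800 uM stock) to start; A480 q20 s × 4 min; Activity was normalised to no-enzyme and no-compound control wells.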
Numbers without * were called inactive; ? = inconclusive. Unless noted, % is scaled to controls: 0 for no effect and ±100 for the full control effect. Not all compounds are listed, so the mix of outcomes need not match the whole.

1	Cc1cccc(C(=O)N(Cc2ccccc2F)C2CCS(=O)(=O)C2)c1 (stereo not given)
2	CCOc1ccc(C(=O)N2CCC(c3nnc(-c4ccccc4OC)o3)CC2)cc1
3	COc1ccc(C(=O)NCC(c2ccc(N(C)C)cc2)N2CCc3ccccc32)cc1 (stereo not given)
4	Cc1cc(N(CCO)Cc2ccccc2)n2nc(-c3ccc(C(C)(C)C)cc3)nc2n1
5	COc1ccc(OC)c(NC(=O)CN2C(=O)CC(c3ccco3)Sc3ccccc32)c1 (stereo not given)
6	COc1cc(CNCCSc2nnnn2C)ccc1OCc1c(F)cccc1Cl
7	CC(NC(=O)Cc1ccc(NC(=O)N2CCSc3ncccc32)cc1)c1ccccc1 (stereo not given)
8	Cc1c(C(=O)Nc2ccc(-n3c(C)nc4ccccc4c3=O)cc2)cccc1[N+](=O)[O-]

Compound	1	2	3	4	5	6	7	8
HCMV inh	-18	28	-71*	-12	-10	-60*	0	-23
AmpC inh detg	15%	0%	15%	-5%	20%	1%	18%	2%

9	COc1ccccc1CNC(=O)C(NS(=O)(=O)c1ccc2c(c1)CCN2C(C)=O)C(C)C (stereo not given)
10	CCOc1ccc(CN(CCc2ccc3c(c2)OCO3)Cc2cc(OC)c(OC)cc2OC)cc1
11	COc1ccc(Cn2c(=O)[nH]c3cc(C(=O)N4CCN(c5cc(Cl)ccc5C)CC4)ccc3c2=O)cc1
12	Cc1cccc(OCC(=O)Nc2ccc3nc(Nc4cccc(C(F)(F)F)c4)cc(C)c3c2)c1
13	CCCCNC(=O)c1ccc2c(c1)NC(=O)C(CS(=O)(=O)Cc1ccc(F)cc1Cl)N2 (stereo not given)
14	CCC(C)NC(=O)CSc1nc2c(sc3ccccc32)c(=O)n1Cc1ccccc1Cl (stereo not given)
15	CCOC(=O)c1noc2nc(C)n(Cc3ccc([N+](=O)[O-])cc3)c(=O)c12
16	Cc1ccc(C)c(C(=O)CSc2nc3cc(C(=O)NC4CCCC4)ccc3c(=O)n2CC2CCCO2)c1 (stereo not given)

Compound	9	10	11	12	13	14	15	16
HCMV inh	5	10	-7	-35	-13	8	-10	6
AmpC inh detg	1%	13%	10%	-6%	-7%	9%	-8%	1%

Compound profiles (already shown). Order of values: HCMV inh	AmpC inh detg
CCCCNC(=O)c1ccc2c(c1)NC(=O)C(CS(=O)(=O)Cc1ccc(F)cc1Cl)N2 (stereo not given) is listed as -13	-7%
COc1ccc(Cn2c(=O)[nH]c3cc(C(=O)N4CCN(c5cc(Cl)ccc5C)CC4)ccc3c2=O)cc1 is listed as -7	10%
COc1ccccc1CNC(=O)C(NS(=O)(=O)c1ccc2c(c1)CCN2C(C)=O)C(C)C (stereo not given) is listed as 5	1%
Cc1cccc(OCC(=O)Nc2ccc3nc(Nc4cccc(C(F)(F)F)c4)cc(C)c3c2)c1 is listed as -35	-6%
CCC(C)NC(=O)CSc1nc2c(sc3ccccc32)c(=O)n1Cc1ccccc1Cl (stereo not given) is listed as 8	9%

Additional results follow.
17	O=C(NCc1ccccc1F)C1CCCN(C(=O)N2CCOc3ccccc32)C1 (stereo not given)
18	Cc1ccc(C)c(OCCn2c(C3CC(=O)N(Cc4ccc(F)cc4)C3)nc3ccccc32)c1 (stereo not given)
19	CC(C)c1cccc(C(C)C)c1NS(=O)(=O)c1cccs1
20	O=C(NCCc1ccc(Cl)cc1)C1COc2ccccc2C1 (stereo not given)
21	O=C(NC1CCCCC1)c1ccc(Cn2c(SCc3ccccc3F)nc3cccnc32)cc1
22	COc1cc(C2C(C(=O)Nc3ccccc3C)=C(C)Nc3ncnn32)ccc1OCC(N)=O (stereo not given)
23	COCc1cc(C)nc2sc3c(c12)NC(c1ccccc1C(=O)O)N(c1ccc(OC)cc1)C3=O (stereo not given)
24	CC(C)OCCCn1c(=O)c2ccccc2n2c(-c3ccccc3F)nnc12

Compound	17	18	19	20	21	22	23	24
HCMV inh	-12	4	?	-13	?	5	12	-32
AmpC inh detg	24%	-3%	2%	19%	-3%	-10%	29%	19%

25	CC(C)c1ccc(NC(=O)c2cnc3sc(N4CCOCC4)nn3c2=O)cc1
26	COc1cc2ccccc2cc1C(=O)Nc1ccc2oc(-c3ccc(Cl)cc3)nc2c1
27	COc1ccc(Nc2ncc(C(=O)N3CCN(c4cccc(Cl)c4)CC3)c3ccccc23)cc1
28	Cc1ccc(NC(=O)Cn2c(=O)n(Cc3ccc4c(c3)OCO4)c(=O)c3ccc(C(=O)NC4CCCCC4)cc32)c(C)c1
29	COc1cc(Cl)c(C)cc1NC(=O)c1cnn(-c2ccc(C)cc2)c1-n1cccc1
30	Cc1ccccc1CSc1nc2c([nH]c3ccccc32)c(=O)n1C
31	Cc1ccc(C2=Nc3ccccc3N(CC(=O)Nc3ccccc3F)C(=O)C2)cc1C
32	CCOc1ccc(-c2cc3c(=O)n(Cc4nc(-c5ccccc5OCC)oc4C)ccn3n2)cc1Cl

Compound	25	26	27	28	29	30	31	32
HCMV inh	-25	-13	-14	12	-22	34	12	-13
AmpC inh detg	8%	10%	3%	0%	-7%	-6%	19%	3%

33	C#CCn1c(C2CC(=O)N(c3ccc(OCC)cc3)C2)nc2ccccc21 (stereo not given)
34	Cc1cccc(NC(=O)CSc2nccn2Cc2ccc(F)cc2)c1C
35	CC(=O)N1c2ccccc2C(C)(c2ccc(C)cc2)CC1(C)C (stereo not given)
36	COc1ccc(CCN2C(=O)CN(C3CCCCCC3)C(=O)C2c2ccc(C)cc2)cc1OC (stereo not given)
37	CNC(=O)c1ccc(CSc2nc3cccnc3n2Cc2cccc(F)c2)cc1
38	Cc1ccc(Cc2nc3ccccc3nc2SCC(=O)N2CCN(c3ccc(F)cc3)CC2)cc1
39	Cc1ccc(CNC(=O)CN(c2ccc(Cl)cc2Cl)S(=O)(=O)c2ccccc2)cc1
40	CCc1ccc(CNC(=O)c2ccc(CSc3nc4ccncc4n3Cc3ccccc3)cc2)cc1

Compound	33	34	35	36	37	38	39	40
HCMV inh	18	-15	1	43	19	-6	3	-17
AmpC inh detg	11%	9%	3%	0%	18%	17%	-3%	3%

41	Cc1ccc(C2=Nc3ccccc3N=C(c3ccc(F)cc3)C2)c(O)c1
42	COc1ccc(-c2nc3ccccc3s2)cc1NC(=O)c1ccc(F)cc1
43	O=C(CSc1nccn1Cc1ccc(F)cc1)NCc1ccccc1
44	CCSc1nc2sc3c(c2c(=O)n1-c1ccc(C)c(Cl)c1)CCN(C(C)=O)C3
45	CCc1ccc(NC(=O)C2CCN(S(=O)(=O)c3c(C)noc3/C=C/c3ccco3)CC2)cc1
46	CCOC(=O)c1ccc(NC(=O)c2c(-c3c(F)cccc3Cl)noc2C)cc1
47	CC(=O)c1c(C)n(-c2ccc(C)cc2)c2ccc(OC(=O)COc3ccccc3)cc12
48	CC(Sc1ncc(S(=O)(=O)c2ccc(C(C)C)cc2)c(N)n1)C(=O)Nc1ccccc1 (stereo not given)

Compound	41	42	43	44	45	46	47	48
HCMV inh	26	50	-15	-5	?	-6	?	-74*
AmpC inh detg	18%	0%	8%	?	0%	6%	14%	0%

49	CCOC(=O)C1CCN(C(c2cccc(F)c2)c2c(O)cc(C)n(CCOC)c2=O)CC1 (stereo not given)
50	Cc1ccc(CNC(=O)C(=O)NCC(c2cccs2)S(=O)(=O)c2ccccc2)cc1 (stereo not given)
51	Cc1cccc(Cn2ccn(Cc3ccc(Cl)cc3)c(=O)c2=O)c1
52	O=C(c1ccc2c(Cl)c3c(nc2c1)CCCC3)N1CCN(c2ccc(Cl)cc2)CC1
53	CSCCC(NS(=O)(=O)c1ccc2c(c1)oc(=O)n2C)C(=O)NCc1ccc(F)cc1 (stereo not given)
54	Cc1ccc2c(CC(=O)Nc3c(C(=O)c4ccc(F)cc4)oc4ccccc34)coc2c1
55	CSc1ccc(CCNC(=O)c2cc(C)nc3c2c(C)nn3-c2cccc(F)c2)cc1
56	CCOC(=O)Cn1c(=O)n(C2CCCCC2)c2nc(-c3ccc(Cl)cc3)nc(C(N)=O)c21

Compound	49	50	51	52	53	54	55	56
HCMV inh	12	?	-62*	-7	8	4	31	14
AmpC inh detg	23%	10%	19%	12%	11%	-3%	1%	8%

Some of the entries above, set out differently.
item	smiles	HCMV inh	AmpC inh detg
17	O=C(NCc1ccccc1F)C1CCCN(C(=O)N2CCOc3ccccc32)C1 (stereo not given)	-12	24%
18	Cc1ccc(C)c(OCCn2c(C3CC(=O)N(Cc4ccc(F)cc4)C3)nc3ccccc32)c1 (stereo not given)	4	-3%

The listing continues.
57	COc1ccc(NC(=O)CN2C(=O)C(C)(C)c3cc(S(=O)(=O)N4CCCCC4)ccc32)cc1Cl
58	COc1ccc(CNC(=O)CN2C(=O)CSc3ccc(S(=O)(=O)N4CCC(C)CC4)cc32)cc1
59	CCCNC(=O)C1CCC(Cn2c(=O)c3sccc3n(CC(=O)Nc3ccccc3C)c2=O)CC1 (stereo not given)
60	COc1ccccc1NC(=O)c1c(NC(=O)c2ccccc2Cl)sc2c1CCC2
61	COc1ccc(N2CCN(C(=O)CN3C(=O)COc4ccc(S(=O)(=O)N5CCC(C)CC5)cc43)CC2)cc1
62	CCOc1ccc(-c2nc3c(c(SCC(=O)N4CCCCC4)n2)Cc2cc(C)ccc2O3)cc1
63	CCOc1ccc(NC(=O)CCc2c(C)nc3nc(-c4cc(OC)cc(OC)c4)nn3c2C)cc1
64	CCCCOc1ccc(-c2nn(-c3ccccc3)cc2C2NC(=O)NC(C)=C2C(=O)OC)cc1 (stereo not given)

Compound	57	58	59	60	61	62	63	64
HCMV inh	-8	-18	4	-13	1	29	10	-14
AmpC inh detg	8%	-1%	5%	-4%	-3%	3%	-11%	4%

65	CC(C)(C)C(=O)Nc1ccccc1C(=O)OCc1cc(=O)n2ccsc2n1
66	COc1ccc(OCC(=O)Nc2cc(-c3ccccc3F)nn2-c2ccccc2)cc1
67	Cc1c(C(=O)OCC2CCCCC2)[nH]c2c1C(=O)CC(c1ccccc1Cl)C2 (stereo not given)
68	COc1ccc(CNC(=O)Nc2cn(CC(C)C)c(=O)c3ccccc23)cc1
69	COCCSc1nc2c([nH]c3ccccc32)c(=O)n1-c1ccc(OC)c(OC)c1
70	COc1ccc(-n2nc(C(=O)N(C)c3cccc(C(F)(F)F)c3)c3c4ccccc4n(C)c3c2=O)cc1
71	Cc1ccc(NC(=O)C2CCCN(S(=O)(=O)c3c(C)n[nH]c3C)C2)c(C)c1 (stereo not given)
72	CCCCCOc1ccc(/C=C/C(=O)Nc2sc(C)c(C)c2C(=O)OCC)cc1OC

Compound	65	66	67	68	69	70	71	72
HCMV inh	28	4	-10	14	3	11	11	-2
AmpC inh detg	18%	17%	14%	14%	10%	3%	1%	10%

An excerpt of these results, with two lines to a compound.
Below each compound – HCMV inh, AmpC inh detg
67) Cc1c(C(=O)OCC2CCCCC2)[nH]c2c1C(=O)CC(c1ccccc1Cl)C2 (stereo not given)
→ -10, 14%
68) COc1ccc(CNC(=O)Nc2cn(CC(C)C)c(=O)c3ccccc23)cc1
→ 14, 14%
69) COCCSc1nc2c([nH]c3ccccc32)c(=O)n1-c1ccc(OC)c(OC)c1
→ 3, 10%

Continuation.
73	CCCCNc1nc(Oc2ccc(=O)n(-c3ccccc3)n2)nc(N(CC)CC)n1
74	COc1cccc(Nc2sc(C(=O)c3ccc(Cl)cc3)c(N)c2C(=O)NCCc2ccc(OC)c(OC)c2)c1
75	CC(=O)Nc1ccc(NC(=O)c2nc(S(=O)(=O)Cc3ccc(F)cc3)ncc2Cl)cc1
76	COc1ccc(C2(CNC(=O)C(=O)Nc3ccccc3C)CCCC2)cc1OC

Compound	73	74	75	76
HCMV inh	-31	36	-100*	-9
AmpC inh detg	-8%	8%	?	17%

2 entries drawn at random from the list so far, as already listed:
73	CCCCNc1nc(Oc2ccc(=O)n(-c3ccccc3)n2)nc(N(CC)CC)n1
76	COc1ccc(C2(CNC(=O)C(=O)Nc3ccccc3C)CCCC2)cc1OC

Compound	73	76
HCMV inh	-31	-9
AmpC inh detg	-8%	17%
